Compound activity deposited in PubChem BioAssay by National Center for Advancing Translational Sciences (NCATS).
RXFP1 agonist: qHTS Assay for Agonists of the Relaxin Receptor RXFP1; HEK293T-RXFP1 cAMP TR-FRET, 30 min; response scale: percent of porcine relaxin response, buffer zero; AID 2676, 2010; Potency, µM (highest dose often 57.5 µM), inactives show top-dose activation, usual class: activators; Relaxin receptor 1 (Homo sapiens), Q9HBX9; actives 0.3% (n = 370,000); further: potency means the concentration at half of the fitted maximal effect; on the % scale 0 is the no-effect control and ±100 the full control effect; nearly all actives have a fitted effect of over 60% in size; many of its hits are not listed in these tables
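cAMP rise read by TR-FRET after 30 min, 37C compound exposure (up to 58 uM) in RXFP1-transfected HEK293 cells with Ro 20174 present. EC50 from Hill-equation fits, with 29 nM porcine relaxin as 100% and buffer as basal.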
Vif-APOBEC3F blk: qHTS for Inhibitors of Vif-A3F Interactions: qHTS; HeLa A3F-eYFP + Vif (tagged APOBEC3F with the HIV-1 protein that degrades it), YFP fluorescence increase; Potency, µM (series often up to 46.1 µM), for inactives: at the top dose activity, negative = active; actives 0.2% (n = 390,000); AID 602313, 2012; further: potency means the concentration at half of the fitted maximal effect; % of control where 0% means no effect; nearly all actives have a fitted effect of over 65% in size
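Fluorescence increase (Ex 488/Em 500-530) after overnight compound treatment at 37 deg C flags inhibition of Vif-driven A3F-eYFP loss in stable HeLa A3F-eYFP/Vif cells seeded overnight beforehand.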
D1 ag: Allosteric Agonists of the Human D1 Dopamine Receptor: qHTS; HEK293 T-REx D1 cells, calcium flux, agonist mode; activation, % at 2 µM; actives 1% (n = 360,000); AID 504660, 2011; in the data active means activation above about 30%; further: 0% is about no effect
Target sequence (P21728 whole entry, looked up): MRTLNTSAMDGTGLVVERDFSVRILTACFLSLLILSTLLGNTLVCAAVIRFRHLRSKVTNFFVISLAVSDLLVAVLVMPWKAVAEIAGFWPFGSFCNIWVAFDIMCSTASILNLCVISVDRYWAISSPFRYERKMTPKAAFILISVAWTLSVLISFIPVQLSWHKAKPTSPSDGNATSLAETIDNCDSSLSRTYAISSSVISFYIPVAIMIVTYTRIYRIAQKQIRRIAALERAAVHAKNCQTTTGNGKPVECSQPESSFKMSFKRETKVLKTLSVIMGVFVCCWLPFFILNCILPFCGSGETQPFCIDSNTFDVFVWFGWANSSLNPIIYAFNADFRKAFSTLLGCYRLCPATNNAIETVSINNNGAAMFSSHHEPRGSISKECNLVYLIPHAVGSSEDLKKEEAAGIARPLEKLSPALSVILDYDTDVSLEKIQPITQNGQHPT
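Agonism was scored from calcium flux recorded over 180 s (1 read/s) after pintool compound addition, following a 10-cycle baseline. Cells were inducible force-coupled HEK293 TREx D1, plated overnight at 30 C and loaded with no-wash calcium dye.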
GRP78 ERSR act: qHTS for Inducers of the Endoplasmic Reticulum Stress Response (ERSR) in Human Glioma: qHTS | Potency, µM, for the others: top-dose activation, actives largely listed as activators | U87-MG GRP78 promoter luciferase reporter, 16 h | actives 0.02% (n = 420,000); further: potency means the concentration at half of the fitted maximal effect; series mostly up to about 76 µM; % of control where 0% means no effect; nearly all actives have a fitted effect of over 35% in size
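Stably transfected U87-MG glioma cells carrying a GRP78-based luciferase sensor; 16 h compound incubation. Luminescence end-point read 10 min after Bright-Glo addition at room temperature.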
RXFP1 antag: qHTS Assay for Antagonists of the Relaxin Receptor RXFP1; Relaxin receptor 1 (Homo sapiens), Q9HBX9; AID 1259400, 2018; actives 0.59% (n = 350,000); activity change, negative = inhibition, % at 57.5 µM; HEK293-RXFP1, relaxin-stimulated cAMP HTRF, 30 min; hits give low values;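 active means activity change of -60% or lower, but not beyond a set lower limit; inconclusive means change between -60% and -40%, or beyond the set limit; inactive means change above -40%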; further: on the % scale 0 is the no-effect control and ±100 the full control effect
D2 PAM: HTS Assay for Positive Allosteric Modulators of the Human D2 Dopamine Receptor: Primary Screen for Potentiators; D(2) dopamine receptor (Homo sapiens), P14416; HEK293 T-REx D2, calcium flux, EC20 dopamine potentiation; potentiation, % at 10 µM; actives 0.34% (n = 340,000);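 active means potentiation over 3 SD above the plate norm, cut at about 30% in these data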; further: 0% is about no effect
Target sequence (P14416 whole entry, looked up): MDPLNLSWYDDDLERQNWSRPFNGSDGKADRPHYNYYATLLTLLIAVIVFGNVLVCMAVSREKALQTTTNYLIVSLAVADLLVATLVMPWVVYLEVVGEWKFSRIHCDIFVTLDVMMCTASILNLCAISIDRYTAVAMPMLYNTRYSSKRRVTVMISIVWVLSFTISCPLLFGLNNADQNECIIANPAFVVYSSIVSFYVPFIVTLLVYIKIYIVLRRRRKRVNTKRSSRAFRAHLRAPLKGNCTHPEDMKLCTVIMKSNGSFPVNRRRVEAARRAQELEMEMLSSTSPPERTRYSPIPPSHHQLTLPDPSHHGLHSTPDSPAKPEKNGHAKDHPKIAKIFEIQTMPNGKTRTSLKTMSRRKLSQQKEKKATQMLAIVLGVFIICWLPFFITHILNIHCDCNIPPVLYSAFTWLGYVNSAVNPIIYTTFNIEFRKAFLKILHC
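Potentiation of an EC20 dopamine calcium response measured kinetically over 180 s, after a preceding 180 s compound-only read flagging agonists. Cells: inducible Hek293 Trex D2 line, 4000/well, cultured overnight at 30 C before dye loading.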
D1 potentiator: Potentiators of Human D1 Dopamine Receptor: qHTS; D(1A) dopamine receptor (Homo sapiens), P21728; HEK293 TREx D1 cells, calcium flux, dopamine EC20 potentiation; potentiation, % at 10 µM; actives 0.036% (n = 360,000); AID 504651, 2011; in the data active means potentiation above about 30%; further: 0% is about no effect
Vif-A3G inh: qHTS for Inhibitors of Vif-A3G Interactions: qHTS. DNA dC->dU-editing enzyme APOBEC-3G (Homo sapiens), Q9HC16. AID 602310, 2012. actives 0.076% (n = 410,000). HeLa A3G-eYFP + Vif (tagged APOBEC3G with the HIV-1 protein that degrades it), YFP fluorescence, overnight. Potency, µM (titrated, usually from 46.1 µM), inactives show top-dose activity, negative = active, usual class: inhibitors;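 further: potency means the concentration at half of the fitted maximal effect; on the % scale 0 is the no-effect control and ±100 the full control effect; nearly all actives have a fitted effect of over 60% in size; hits raise eYFP signal because A3G escapes Vif-driven loss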
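Read-out is eYFP fluorescence (Ex 488/Em 500-530) from Vif-expressing HeLa A3G-eYFP cells; more signal means A3G escaped Vif-mediated degradation. Cells plated overnight, compound pinned in, incubated overnight at 37 deg C.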
D1 antagonist: Antagonist of Human D 1 Dopamine Receptor: qHTS. D(1A) dopamine receptor (Homo sapiens), P21728. HEK293 TREx D1 cells, calcium flux, dopamine EC80; hits give low values. activity change, negative = inhibition, % at 10 µM. actives 3.2% (n = 360,000); in the data active means activity change below about -30%; further: on the % scale 0 is the no-effect control and ±100 the full control effect
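Inducible Hek293 Trex D1 cells (tetracycline, overnight, 30 C). Calcium dye 30–90 min RT. Antagonist mode: EC80 dopamine added after 180 s compound read.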
An asterisk follows results filed as active; ? = inconclusive; . = not tested or not shown; & = joins results of further samples. Unless noted, the call rests on the fitted dose curve; in most records, active means well fitted curve in the direction sought with a large enough effect; inconclusive means small, poorly fitted or top-dose-only effect, or another doubt; inactive means no such curve, though single readings can be large; an effect the other way counts as inactive or inconclusive. These rows are one share of the data; the hit share may differ from the screen's.

SMILES	RXFP1 agonist	Vif-APOBEC3F blk	D1 ag	GRP78 ERSR act	RXFP1 antag	D2 PAM	D1 potentiator	Vif-A3G inh	D1 antagonist
CC(=O)OCCNc1cc(Sc2nc3ccccc3[nH]2)c2nonc2c1[N+](=O)[O-]	4.6%	-4%	4	-14%	-78*	.	-14	-25%	-21
Nc1nc(Nc2ccccc2)nc(NCc2ccco2)c1[N+](=O)[O-]	2.3%	13%	0	2%	-17	1	0	-15%	12
NS(=O)(=O)c1ccc(NNC(=O)c2ccccc2)cc1	0.0%	-3%	1	-5%	1	4	0	6%	-11
O=C(NC1CCC(O)CC1)c1ccc(-c2ccc([N+](=O)[O-])cc2)o1 (stereo not drawn)	7.2%	-9%	3	7%	2	10	2	-2%	8
Cc1nnc(NC(=O)c2nc(S(=O)(=O)Cc3ccccc3)ncc2Cl)s1	2.1%&-1.9%	11%&-1%	-1&0	-19%&-10%	-6	11&10	-4&0	?	-6&-1
O=C(NCc1cccnc1)c1cccc2c1C(=O)N(C1CCCCC1)C2	1.8%	-15%	-1	1%	12	20	-6	2%	-58*
CCC(CC)Nc1ccc(C(CC(N)=O)NC(=O)Cc2cccc3ccccc23)cc1[N+](=O)[O-] (stereo not drawn)	0.9%	?	-1	-5%	.	-10	-2	?	-1
CCOC(=O)c1oc2ccccc2c1NC(=O)COc1cccc(OC)c1	3.8%	-7%	3	-4%	-1	9	0	2%	-11
COc1ccc(CNC(=O)COC(=O)CCn2c(C)csc2=O)cc1OC	1.6%	7%	2	-5%	-6	-2	-3	1%	1
COC(=O)CSc1ncnc2c1sc1nc(-c3ccco3)c3c(c12)CC(C)(C)OC3	0.4%	.	-1	.	.	.	2	.	3
Cc1ccc(NC(=O)c2ccc(NCCCN3CCC(C)CC3)c([N+](=O)[O-])c2)c(C)c1	5.6%	1%	5	-4%	3	-20	-9	0%	-16
CC1(C)CC(=O)C=C(NCCN2CCNCC2)C1	0.5%	0%	2	-4%	-4	-4	2	-1%	-3
COc1ccc(NC(C)=O)cc1NC(=O)CN1CCN(CC(=O)Nc2ccccc2Cl)CC1	0.0%	8%	0	0%	-6	25	-2	-3%	-6
O=C(O)Cn1c(CCS(=O)(=O)c2ccc(Br)cc2)nc2ccccc21	-0.5%	3%	4	-2%	-13	4	-8	-2%	-6
O=C(COC(=O)c1ccc(S(=O)(=O)N2CCOCC2)cc1)NCc1ccco1	.	-7%	.	-2%	7	.	.	0%	.
CCOc1ccc(Br)cc1S(=O)(=O)Nc1cccc(S(=O)(=O)N(C)C)c1	-1.8%	-5%	3	3%	-4	-2	-5	0%	-11
COc1ccc(C2c3c(-c4c(C)cc(C)cc4O)n[nH]c3C(=O)N2Cc2ccco2)cc1 (stereo not drawn)	2.5%	.	1	.	-26	.	1	.	21
COCCn1c(SCC(=O)/C=C2\N(C)c3ccccc3C2(C)C)nnc1-c1ccncc1	1.7%	-6%	3	-4%	6	7	-3	-17%	-1
CCCCC1(Cc2ccc([N+](=O)[O-])cc2)C(=O)N(c2ccccc2)N(c2ccccc2)C1=O	0.7%	3%	3	-8%	-14	5	-3	2%	8
CC(=O)Cc1nsc(NC(=O)c2ccc(Br)o2)n1	-1.9%	-6%	-2	-2%	-8	-1	-1	0%	23
CCOC(=O)[C@H]1[C@H]2COc3cc(OC)ccc3[C@@H]2N2C(=O)CN(CCc3c[nH]c4ccccc34)C(=O)[C@@]12C	-0.5%	-11%	2	-5%	.	0	-3	-4%	.
CCN(CC)CCCn1c2c(c(SCC(=O)N3CCc4ccccc43)nc1=O)CCC2	3.1%	6%	1	1%	-10	-3	-14	0%	-5
CCOC(=O)N1CCN(S(=O)(=O)c2cccc3ccc(C)nc23)CC1	0.3%	-3%	1	-6%	-1	-3	1	1%	-20
CCN(CC(=O)Nc1c(F)cccc1F)C(=O)CCN1C(=O)C2CC=CCC2C1=O (stereo not drawn)	-1.4%	-9%	0	-2%	-25	-3	-1	1%	-3
CCOc1ccc(NC(=O)CN(c2ccc(OC)cc2)S(=O)(=O)c2cccs2)cc1	0.0%	3%	2	-4%	5	3	-10	0%	-6
CCOc1ccccc1CNn1nnnc1N	1.8%	-11%	1	-2%	-2	16	-6	0%	-25
Cc1ccc(S(=O)(=O)NC2=NCN(C3CCCCC3)CN2)cc1	-0.4%	0%	5	-1%	8	0	-2	0%	-7
O=C(COc1ccccc1F)Nc1ccc(N2CCOCC2)cc1N1CCOCC1	0.3%	-2%	4	-2%	-3	-1	-4	-3%	4
COc1ccc(S(=O)(=O)N2CCCCCC2)cc1C(=O)N(C)Cc1ccc(C(C)(C)C)cc1	-0.5%	6%	3	-8%	-1	-3	-1	-4%	-7
C#CC[N+]1(CC#Cc2ccccc2)CCOCC1	-0.6%	-21%	1	-3%	6	-6	5	0%	5
COCc1c(C(=O)N/N=C\c2cccnc2)nnn1-c1nonc1N	1.5%	-4%	3	-4%	-21	3	5	2%	0
N#Cc1ccsc1NC(=O)CSc1nnc(-c2ccccc2)o1	3.7%	-10%	1	5%	5	3	-4	2%	-4
Oc1ccccc1N=N/C(=N/Nc1ccccc1O)c1ccccc1	0.6%	0%	-1	0%	.	-16	-5	2%	-29
CN1CCN(C(=O)c2cc(C(C)(C)C)cc(C(C)(C)C)c2)CC1	-2.4%	22%	0	-4%	-10	-5	1	-2%	-12
CC(=O)c1ccc(NC(=O)CN2CCN(c3ncccn3)CC2)cc1	2.3%	3%	4	-2%	-7	-23	-3	-1%	1
Cc1ccc(C(=O)C(OC(=O)CN2C(=O)c3ccccc3C2=O)c2ccccc2)cc1C (stereo not drawn)	0.1%	0%	2	-1%	0	2	-13	-1%	-19
Cc1ccc2nc(Nc3nc(CSc4nnnn4-c4ccccc4)cc(=O)[nH]3)nc(C)c2c1	5.3%	-5%	2	2%	-14	10	-4	1%	3
CN(C)C(CNC(=O)c1ccc(S(=O)(=O)NCc2ccco2)cc1)c1ccccc1 (stereo not drawn)	4.7%	10%	1	-3%	-1	12	-2	-2%	-1
Cc1c(CCC(=O)NCCCn2ccnc2)c(=O)oc2c(C)c3oc4c(c3cc12)CCCC4	1.4%	-8%	1	-8%	.	-8	9	-2%	3
O=C(NCc1ccccc1Cl)C(=O)NCC1CCCN1S(=O)(=O)c1cccs1 (stereo not drawn)	0.3%	2%	11	-3%	5	5	-2	0%	9

Compound profiles (already shown). Values in the order: RXFP1 agonist, Vif-APOBEC3F blk, D1 ag, GRP78 ERSR act, RXFP1 antag, D2 PAM, D1 potentiator, Vif-A3G inh, D1 antagonist
Results for Cc1ccc(NC(=O)c2ccc(NCCCN3CCC(C)CC3)c([N+](=O)[O-])c2)c(C)c1 → 5.6%, 1%, 5, -4%, 3, -20, -9, 0%, -16
Results for N#Cc1ccsc1NC(=O)CSc1nnc(-c2ccccc2)o1 → 3.7%, -10%, 1, 5%, 5, 3, -4, 2%, -4
Results for Cc1nnc(NC(=O)c2nc(S(=O)(=O)Cc3ccccc3)ncc2Cl)s1 → 2.1%&-1.9%, 11%&-1%, -1&0, -19%&-10%, -6, 11&10, -4&0, ?, -6&-1

New compounds follow
SMILES	RXFP1 agonist	Vif-APOBEC3F blk	D1 ag	GRP78 ERSR act	RXFP1 antag	D2 PAM	D1 potentiator	Vif-A3G inh	D1 antagonist
COc1ccccc1CCc1nnc(CCC(=O)NC(C)Cc2cccs2)o1 (stereo not drawn)	-0.1%	2%	0	-2%	-8	-7	0	8%	0
Cc1ccccc1C(=O)N1c2ccccc2OCC1C(C)(C)C (stereo not drawn)	1.5%	1%	-1	0%	-8	17	8	-4%	0
CCn1cc2nc(SCC(=O)Nc3ccc(OC)cc3OC)n(Cc3ccc(OC)cc3)c(=O)c2n1	2.1%	1%	8	-2%	-5	4	.	?	14
NC(=O)c1cc([N+](=O)[O-])ccc1NCCc1ccccc1	-0.3%	-1%	-1	-1%	-5	5	-4	5%	-9
CCN(CC)S(=O)(=O)c1cccc(NC(=O)COC(=O)c2[nH]c(C)c(C(C)=O)c2C)c1	.	-8%	.	-5%	1	.	.	-9%	.
O=C(Cc1ccccc1)Nc1cccc(-c2cn3cccnc3n2)c1	5.8%	2%	0	-1%	-12	.	-2	-4%	19
CCOc1ccc2oc(C(=O)NNC(=O)c3ccccc3O)c(C)c2c1	-0.1%	5%	4	6%	-7	-3	4	-13%	-12
NS(=O)(=O)c1ccc(NC(=O)COc2ccc(S(=O)(=O)N3CCCC3)cc2)cc1	0.5%	13%	3	-3%	-15	.	0	-1%	-3
CCOC(=O)c1cc(-c2ccc(/C=C3/C(=O)N(c4ccc(C(=O)O)cc4)N=C3C)o2)ccc1Cl	1.0%	-6%	1	-2%	3	-9	0	1%	-10
COc1ccc(CCNC(=O)COC(=O)Cc2ccccc2F)cc1	.	5%	.	1%	-15	.	.	-1%	.
Cc1[nH]nc2c1C1(CCC(c3ccccc3)CC1)C(C#N)=C(N)O2 (stereo not drawn)	0.1%	2%	-2	-5%	-12	14	-5	3%	-5
CC(C)NS(=O)(=O)c1ccc(NC(=O)c2cccnc2)cc1	-0.9%	-5%	1	-3%	.	-10	-5	4%	-22
COc1ccc(OC)c(S(=O)(=O)Nc2ccc3c(c2)N(C(C)=O)CCC3)c1	0.6%	-13%	2	-3%	-7	4	-9	-3%	-7
Cc1ccc(N(CCC#N)C(=O)COC(=O)C2=COCCO2)cc1	-0.6%	?	0	-5%	6	4	7	0%	-1
Cc1ccc(C(=O)N2CCSCC2)cc1	0.7%	5%	0	-7%	21	5	4	2%	-2
CN(Cc1ccc(-n2cccn2)cc1)Cc1cn(C)nc1-c1ccccc1F	0.7%	-8%	-1	-3%	-10	-8	2	-5%	0
COC(C[C@H](O)CC(=O)COCc1ccccc1)OC	3.0%	0%	3	-2%	.	-1	-1	0%	12
